Assay outcomes as filed in PubChem.
NCI-60 one-dose screen, 48 h, at 10 µM unless noted. Numbers give growth in % (100 = growth as untreated, 0 = no growth, -100 = all killed).
MDA-MB-231: MDA-MB-231 breast cancer | actives 5% (n = 81,000) | AID 1794789
CCRF-CEM: CCRF-CEM leukemia; AID 1794778; actives 7% (n = 77,000)
MDA-MB-468: MDA-MB-468 breast cancer; actives 8.5% (n = 78,000); AID 2202374
SR: SR leukemia cells; actives 8.7% (n = 73,000)
K-562: K-562 leukemia; AID 1794777; actives 7.4% (n = 78,000)
RPMI-8226: RPMI-8226 leukemia cells. actives 7.5% (n = 77,000)
MOLT-4: MOLT-4 leukemia cells; actives 6.9% (n = 80,000); AID 1794779
MDA-MB-435: MDA-MB-435 melanoma. actives 7.8% (n = 82,000)
The depositor's hits bear a star; . = no result given; & = joins results of further samples; [ ] = another dose, or the depositor's remark. The calls were made as follows: active = growth percent below 10; inactive = the rest.

SMILES	MDA-MB-231	CCRF-CEM	MDA-MB-468	SR	K-562	RPMI-8226	MOLT-4	MDA-MB-435
Cc1ccc(-c2cc(O)c(-c3ccc(C)cc3C)cc2O)c(C)c1	58	39	46	7.1*	26	37	32	66
Nc1nn(C(=O)c2ccccc2O)cc1-c1ccc(Cl)cc1	82	104	79	98	.	69	84	95
Cc1ccc(C(=O)c2ccc(CCc3ccc(C(=O)c4ccc(C)cc4)cc3)cc2)cc1	88	85	65	76	74	57	87	93
S=C(Cc1ccc(Cl)cc1)N1CCOCC1	108	99	101	89	104	98	89	90
COc1ccc(/C(C)=C(\c2ccc(OCCCN(C)C)cc2)c2ccc(OC(=O)C3CCCCC3)cc2)cc1	104	70	94	65	68	77	74	92
COc1ccccc1CNc1c2ccccc2nc2ccccc12	58	37	28	9.9*	10	8.1*	21	43
CC(C)(C)[Si](C)(C)OCC1OC(n2cnc3c(N)ncnc32)C(O)C1O (configuration not stated)	105	100	101	102	103	104	110	105
CCc1ccc2c(c1)C(=O)c1ccccc1C2=O	107	102	112	90	121	104	78	117
CCN(CC)CCOC(=O)c1ccc(C)cc1	114	103	106	111	100	107	111	112
C(=N\Nc1ncc(-c2cc3cc4c(cc3o2)OCO4)s1)/c1c2ccccc2cc2ccccc12	82	99	51	.	93	89	94	89
Cn1c2c(c(=O)n(C)c1=O)NC1(N2)C(=O)Nc2ccccc21 (configuration not stated)	74	98	87	39	102	60	95	98
CCCCCCCCCCCCCCCCn1cc[n+](C)c1	-94*	34	-79*	15	73	16	17	-56*
COc1cc(C2CC(c3ccc(N4CCNCC4)cc3)=NN2)ccc1F (configuration not stated)	82	69	97	67	59	72	72	102
O=C(Nc1ccc(Cl)c(Cl)c1)Oc1ccccc1Cl	83	.	106	86	73	96	.	111
O=C(NC(Cc1ccc(O)cc1)C(=O)N=Nc1c(O)[nH]c2ccccc12)c1ccccc1 (configuration not stated)	110	90	109	93	107	112	92	103
Cn1c(S)c(N=Nc2ccc(O)cc2)sc1=S	96	104	116	106	97	108	108	101
CN(C)Nc1ncnc2nc[nH]c12	95	102	102	104	107	83	116	107
C/C(=N\NC(=O)c1ccncc1)c1cccc(Br)c1	106&99	115&100	106&102	117&100	114&112	115&102	107&105	108&107
O=C(Nc1ccc(C(=O)N2N=C(c3ccccc3)CC2=O)cc1)c1ccccn1	109	.	121	126	84	85	106	93
O=C(NCn1c(=O)[nH]c2ccccc2c1=O)Nc1ccc([N+](=O)[O-])cc1	87	90	83	.	.	87	.	102
OCc1cnccc1N1CCC(OCc2ccccc2)C1 (configuration not stated)	104	90	90	106	.	92	103	105
Cc1cc2c(n1C)CSc1cc(S(=O)(=O)c3ccccc3)c(=O)[nH]c1-2	88[100 µM]	99[100 µM]	65[100 µM]	113[100 µM]	102[100 µM]	94[100 µM]	109[100 µM]	93[100 µM]
O=C1C=Cc2ncccc2C1=O	.	-38*	64	12	0.7*	28	1.0*	58
O=C(NCc1ccccc1O)c1cccc2ccccc12	69	101	85	65	55	39	79	77
c1ccc(CCNc2nc(NCCc3ccccc3)c3ccccc3n2)cc1	.	104	106	77	96	105	104	103
SMILES	MDA-MB-231	CCRF-CEM	MDA-MB-468	SR	K-562	RPMI-8226	MOLT-4	MDA-MB-435
CCOC(=O)C(N=Nc1ccccc1)C(C)=O (configuration not stated)	108	105	102	.	.	.	.	97
Cc1[nH]c(C)c2ccc(=O)ccc12	103[100 µM]	93[100 µM]	61[100 µM]	35[100 µM]	44[100 µM]	101[100 µM]	101[100 µM]	12[100 µM]
COc1nc2c(c(=O)n1C)C1(C(=O)Nc3ccccc31)c1c(nc(OC)n(C)c1=O)N2	101	121	113	103	95	118	106	103
CC1(C)C(=O)/C(=C\O)C[C@]2(C)[C@H]3C(=O)C=C4[C@@H]5C[C@@](C)(C(=O)O)CC[C@]5(C)CC[C@@]4(C)[C@]3(C)CC[C@@H]12	97	75	111	94	99	91	83	105
CC(C)c1ccc(/C=N/Nc2nc3ccccc3s2)cc1	82	85	110	90	86	88	70	107
O=C(CCCCCC1CCCCC1)OCc1ccccc1	103	98	86	99	107	98	99	111
Cc1ccc(N(CSc2ccc(Cl)cc2)CSc2ccc(Cl)cc2)cc1	18	-7.5*	91	11	.	6.1*	-16*	41
CN1C(=O)N(C)C2Nn3c(s/c(=C\c4ccc[nH]4)c3=O)=NC21 (configuration not stated)	99	115	102	100	102	108	105	103
Cc1ccc(S(=O)(=O)N2CCC(Cc3cc4ccccc4o3)C2)cc1 (configuration not stated)	96	106	92	117	100	113	114	97
COc1ccc(-c2n[nH]c(=S)n2-c2cccnc2)cc1	107	108	103	98	101	104	99	95
Cc1ccc(NC(=O)Nc2c(Cl)cccc2Cl)cn1	95	70	73	59	48	63	87	38
CCCCN1CCCCC1C(=O)Nc1c(C)cccc1C (configuration not stated)	84	141	96	.	116	122	118	95
C[C@]1(CO)O[C@H](n2cc(F)c(N)nc2=O)C[C@@H]1O	88	49	96	87	95	97	46	103
N#Cc1nc(CC(=O)c2ccncc2)c(CC(=O)c2ccncc2)nc1C#N	.	104	113	.	108	103	104	101
CC(O)Cc1ccc2c(c1)OCO2 (configuration not stated)	94	94	100	103	99	99	95	110
Cn1c(=O)c2c(nc(N/N=C/c3cccc(Br)c3)n2C)n(C)c1=O	80	95	109	113	104	100	105	104
CSc1ncc(Br)c(Nc2ccccc2Cl)n1	100	103	92	81	99	99	94	108
COc1ccc(NC(=O)CSc2oc(-c3ccccc3)nc2S(=O)(=O)c2ccc(C)cc2)c(OC)c1	77	97	83	88	84	83	78	106
O=C1/C(=C/c2cccc(O)c2O)SC(=S)N1CCCN1CCOCC1	80	24	64	48	61	61	61	90
COc1ccc(C/C(C)=C(\c2ccc(O)cc2)c2ccc(OCCN3CCCCC3)cc2)cc1	104	54	70	22	23	72	38	82
O=C(NNc1nccc(Nc2ccc(S(=O)(=O)Nc3ccncc3)cc2)n1)C(Cl)(Cl)Cl	113	110	102	103	111	103	106	105
COc1ccc(-n2c(SCc3nnc(NC(=O)c4ccccc4)s3)nc3ccc(Cl)cc3c2=O)cc1	93	94	101	111	114	97	109	107
COc1cc(/C=C/C(=O)N2CCC=CC2=O)cc(OC)c1OC	46	15	23	10	.	-11*	42	57
CCOC(=O)c1c(C)nc2c(c1N)CC(=O)N2Cc1ccc(F)cc1	98	85	91	99	93	80	85	100
O=C(N/N=C/c1c[nH]c2ccccc12)c1cn(C2CC2)c2cc(N3CCNCC3)c(F)cc2c1=O	84	78	115	.	94	97	95	101

Entries of single compounds from above.
`CC(O)Cc1ccc2c(c1)OCO2` (configuration not stated) is listed with MDA-MB-231 = 94; CCRF-CEM = 94; MDA-MB-468 = 100; SR = 103; K-562 = 99; RPMI-8226 = 99; MOLT-4 = 95; MDA-MB-435 = 110
`O=C(Nc1ccc(Cl)c(Cl)c1)Oc1ccccc1Cl` is listed with MDA-MB-231 = 83; CCRF-CEM = .; MDA-MB-468 = 106; SR = 86; K-562 = 73; RPMI-8226 = 96; MOLT-4 = .; MDA-MB-435 = 111
`COc1ccc(NC(=O)CSc2oc(-c3ccccc3)nc2S(=O)(=O)c2ccc(C)cc2)c(OC)c1` is listed with MDA-MB-231 = 77; CCRF-CEM = 97; MDA-MB-468 = 83; SR = 88; K-562 = 84; RPMI-8226 = 83; MOLT-4 = 78; MDA-MB-435 = 106

New compounds follow.
SMILES	MDA-MB-231	CCRF-CEM	MDA-MB-468	SR	K-562	RPMI-8226	MOLT-4	MDA-MB-435
Cc1cc(Cl)ccc1Nc1nc(C(F)(F)F)ccc1C(=O)N/N=C/c1ccccc1Cl	-15*	15	6.0*	66	56	50	41	16
CCOC(=O)c1c[nH]c(/C=N/O)c1C	110	88	103	94	106	100	93	108
O=C(O)Cc1c(-c2ccccc2)nc(=S)[nH]c1-c1[nH]c(=S)nc(-c2ccccc2)c1CC(=O)O	.	88	111	.	97	103	105	108
CCCCNC(=O)NS(=O)(=O)Cc1ccccc1	127	93	112	108	100	96	97	116
Cc1[nH]c(N)nc(=S)c1Br	108	105	104	110	112	105	102	110
CC(=O)Nc1ccc(/C=N/Nc2nnc(N/N=C/c3ccc(NC(C)=O)cc3)c3ccccc23)cc1	97	53	25	100	.	80	81	118
CC(=O)Nc1cc2c3c(cccc3c1)-c1ccccc1-2	67	21	108	82	72	.	46	68
CCCC(CCC(C)=O)[N+](=O)[O-] (configuration not stated)	97	108	96	.	98	95	119	96
COc1cc2oc(-c3cccc(NC(=O)[C@@H](N)CO)c3)cc(=O)c2c(OC)c1OC	97	110	99	121	105	115	110	103
Nc1ccc(S(=O)(=O)Nc2cc(-c3ccccc3)[nH]c2-c2ccccc2)cc1	108	101	93	67	.	.	114	106
O=c1c2cc(F)ccc2nc(SCc2ccccc2F)n1-c1ccccc1	85	96	93	78	84	95	89	88
Cc1nc2cc(N)c(Cl)cc2[nH]1	107	119	93	115	105	119	109	101
Oc1[nH]c2ccccc2c1/C=c1/ccc2c(c1)N=C(c1cc(F)cc(F)c1)N=2	54	-3.3*	21	20	13	28	21	25
O=C1C=C(NCCCCCCN2C(=O)c3cccc4cccc(c34)C2=O)C(=O)c2cc3ccccc3cc21	101	97	101	91	90	.	85	107
CC(N)CCCc1ccccc1 (configuration not stated)	98	102	100	99	100	103	93	103
CCC1(C)COC(c2ccc3c(c2)OCO3)OC1 (configuration not stated)	100	125	114	96	112	118	93	111
COc1ccc(NC2CC(=O)N(CCc3ccccc3)C2=O)c(OC)c1 (configuration not stated)	102	101	97	99	97	99	100	103
COc1cc(-c2nc3sccn3c2-c2ccnc(NCCCNS(=O)(=O)c3ccc(F)cc3)n2)ccc1F	86	25	61	.	38	9.5*	48	66
CSc1ncc(CO)c(N)n1	101	100	110	92	106	108	106	110
Clc1ccc2[nH]c3c(NCCCN4CCOCC4)ncnc3c2c1	57	.	34	-24*	32	53	54	93
O=c1c2cc(F)ccc2sc2c(Nc3cccnc3)nc3ccccc3c12	72	28	76	.	86	.	4.6*	99
CN(C)c1cccc2c(S(=O)(=O)Nc3cccc(-c4csc(NC(=O)CCCCCN5CCN(c6cc7c(cc6F)C(=O)N(C6CCC(=O)NC6=O)C7=O)CC5)n4)c3)cccc12 (configuration not stated)	98	66	60	.	.	51	.	95
Nc1ccc2cc(S(=O)(=O)O)cc(O)c2c1	97	110	96	97	141	99	116	130
O=S(=O)(NC(CI)CI)c1ccccc1	90	20	56	38	77	61	51	75
C/C(=C\C(C)c1ccccc1)[N+](=O)[O-] (configuration not stated)	103	79	105	95	99	92	95	105
SMILES	MDA-MB-231	CCRF-CEM	MDA-MB-468	SR	K-562	RPMI-8226	MOLT-4	MDA-MB-435
C=CCOC(=O)C1=C(C)N(CC)C(=O)NC1c1c(Cl)n(C)c2ccccc12 (configuration not stated)	97	-28*	107	96	99	94	94	98
CSc1nc2sc3c(c2c(=O)n1-c1ccccc1)CCC(=O)C3	95	91	107	89	83	45	92	101
Cc1cc(OI)c(C(C)C)cc1-c1cc(C(C)C)c(OI)cc1C	104	98	108	85	99	103	87	112
Cc1cc(Cl)c(O)c(CN(Cc2cc(C)cc(Cl)c2O)C2CCCCC2)c1	89	97	99	94	88	91	104	108
COc1ccc(/C=C/C(=O)c2ccc(NC(=O)CSc3nnc(-c4cc(-c5ccc(OC)cc5)nc5ccccc45)n3-c3ccccc3)cc2)cc1	93	98	104	89	97	90	93	110
Cc1ccc(S(=O)(=O)N/N=C(/c2ccccc2)c2cccs2)cc1	110	93	99	119	98	78	95	112
CCOCc1ccco1	113	95	111	115	118	103	105	109
CCCS(=O)(=O)Nc1ccc(C(=O)/C=C2/C(=O)Nc3ccc(F)cc32)cc1	93	80	94	67	84	102	89	104
O=S(=O)(O)CCCS(=O)(=O)O	108	109	115	108	.	.	93	110
O=C(Nc1nc2ccc(Cl)cc2s1)c1cc(-c2ccc(F)cc2)n2nc(-c3ccccc3)cc2n1	96	82	108	98	97	100	90	104
CCOC(=O)C(F)(C#N)Cc1ccccc1 (configuration not stated)	105	107	105	76	106	107	101	101
NC(=S)CCNC(=O)c1ccccc1	95	102	99	101	.	111	109	100
Cc1cccc(N2CCN(CC(O)COc3ccc4ccccc4c3)CC2)c1 (configuration not stated)	112&107	94	98&101	104&99	100&98	102&99	99&93	97&106
CCN1C(=O)/C(=C2\SC(N3CCC(Cc4ccccc4)CC3)=NC2=O)c2ccccc21	104	109	102	116	104	106	104	104
Cc1nc2ccc(Br)cn2c1-c1nnc(SCc2ccccc2[N+](=O)[O-])o1	86	116	101	.	86	104	101	105
CN1CCC2(CC1)N=C(SCC(=O)Nc1cnc3ccccc3c1)C(c1ccc(Br)cc1)=N2	-41*	4.5*	-44*	-27*	-62*	-7.9*	1.5*	1.8*
COc1ccc(CSc2nc3cc(OC)c(OC)cc3c(=O)n2-c2ccc(Cl)cc2)cc1	100	89	103	102	93	91	101	98
Cc1ccc(C(=O)O)o1	111	115	112	116	103	114	101	108
CC1CCNC(C)C1 (configuration not stated)	107	94	99	105	108	98	116	107
COc1ccc(-c2nc(SCCC(C)C)nc(Nc3ccc(C(C)=O)cc3)c2C#N)cc1	95	103	110	99	102	105	101	103

By substructure, the entries above with a COOH group
SMILES	MDA-MB-231	CCRF-CEM	MDA-MB-468	SR	K-562	RPMI-8226	MOLT-4	MDA-MB-435
CC1(C)C(=O)/C(=C\O)C[C@]2(C)[C@H]3C(=O)C=C4[C@@H]5C[C@@](C)(C(=O)O)CC[C@]5(C)CC[C@@]4(C)[C@]3(C)CC[C@@H]12	97	75	111	94	99	91	83	105
O=C(O)Cc1c(-c2ccccc2)nc(=S)[nH]c1-c1[nH]c(=S)nc(-c2ccccc2)c1CC(=O)O	.	88	111	.	97	103	105	108
Cc1ccc(C(=O)O)o1	111	115	112	116	103	114	101	108

Looked up by structure from the entries so far, two records:
SMILES	MDA-MB-231	CCRF-CEM	MDA-MB-468	SR	K-562	RPMI-8226	MOLT-4	MDA-MB-435
Cc1ccc(N(CSc2ccc(Cl)cc2)CSc2ccc(Cl)cc2)cc1	18	-7.5*	91	11	.	6.1*	-16*	41
O=C(O)Cc1c(-c2ccccc2)nc(=S)[nH]c1-c1[nH]c(=S)nc(-c2ccccc2)c1CC(=O)O	.	88	111	.	97	103	105	108
